# High-throughput results: PubChem BioAssay, National Center for Advancing Translational Sciences (NCATS)
# RORg inh = qHTS for inhibitors of ROR gamma transcriptional activity. Nuclear receptor ROR-gamma (Mus musculus), P51450. Drosophila S2 Gal4-RORgamma UAS-luciferase reporter, 20 h. Potency, µM (highest dose often 53.6 µM), inactives show top-dose activity change, negative = inhibition, most hits filed as inhibitors. hit rate 5.4% among 310,000; also: % is scaled to controls: 0 for no effect and ±100 for the full control effect; nearly all actives have a fitted effect of over 60% in size
# Target sequence (P51450 whole entry, looked up, the tested form may be a part): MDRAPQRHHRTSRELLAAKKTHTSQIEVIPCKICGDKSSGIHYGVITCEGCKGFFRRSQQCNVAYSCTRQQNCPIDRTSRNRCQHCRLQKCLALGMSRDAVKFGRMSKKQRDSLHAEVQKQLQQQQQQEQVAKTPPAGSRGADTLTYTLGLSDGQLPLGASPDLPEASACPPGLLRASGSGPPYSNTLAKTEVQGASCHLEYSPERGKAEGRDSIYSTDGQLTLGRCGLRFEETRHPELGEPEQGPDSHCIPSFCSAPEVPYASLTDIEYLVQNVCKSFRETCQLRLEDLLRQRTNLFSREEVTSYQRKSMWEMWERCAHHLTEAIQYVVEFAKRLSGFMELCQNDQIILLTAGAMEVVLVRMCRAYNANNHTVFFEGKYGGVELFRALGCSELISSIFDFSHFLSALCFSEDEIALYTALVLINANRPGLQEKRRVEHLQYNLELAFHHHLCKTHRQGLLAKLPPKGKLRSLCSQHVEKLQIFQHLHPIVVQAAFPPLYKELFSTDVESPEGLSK
#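 Stably transfected Drosophila Schneider cells are the test system, with ROR gamma fused to Gal4 and luciferase under UAS control; luminescence is read after 20 hr of 700 uM copper sulfate induction at ambient temperature.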
# Menin-MLL TR inh = qHTS Assay for Inhibitors Targeting the Menin-MLL Interaction in MLL Related Leukemias: Competition With Texas Red Labeled MLL-derived Mutant Peptide; AID 1768, 2009; O00255; Menin + Texas Red MLL mutant peptide, fluorescence polarization; Potency, µM (titrated, usually from 61.6 µM), inactives show top-dose FP activity change, negative = inhibition, hits mostly inhibitors; hit rate 0.23% among 270,000; active = well fitted inhibition curve with a large enough effect in the polarisation, with a control signal flat, not every such curve was filed as active; inconclusive = small, poorly fitted or top-dose-only effect, or effect the other way, or a change in a side signal; inactive = no such curve, though single readings can be large or run the other way; the % refers to the polarisation; also: % of control where 0% means no effect; many of its hits are not listed in these tables
# Gal4-VP16 FLuc = VP16 counterscreen qHTS for inhibitors of ROR gamma transcriptional activity | Drosophila S2 Gal4-VP16 UAS-luciferase, luminescence, 20 h | Potency, µM (doses to about 53.6 µM), inactives show at the top dose activity, negative = inhibition, hits mostly inhibitors | hit rate 3.5% among 310,000 | AID 2546, 2010;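 also: Gal4-VP16 expression switched on by copper sulfate through the metallothionein promoter; % is scaled to controls: 0 for no effect and ±100 for the full control effect; nearly all actives have a fitted effect of over 50% in size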
# * hit, by the source's call; ? = inconclusive; & = joins results of further samples; [ ] = remark or other dose. Unless noted, calls follow the shape of the dose curve; as a rule, active = well fitted curve in the direction sought with a large enough effect; inconclusive = small, poorly fitted or top-dose-only effect, or another doubt; inactive = no such curve, though single readings can be large; an effect the other way counts as inactive or inconclusive. Potency is read from the fitted curve at half-maximal effect.
SMILES,RORg inh,Menin-MLL TR inh,Gal4-VP16 FLuc
COc1ccc(/C=C/C2=CC3(C)CC2(C)C(c2ccc(OC)cc2)CC3=O)cc1 (centres undefined),-1.0%[10 µM],0.8%[11.7 µM],-3.4%[10 µM]
CC[C@H](C)[C@H](NC(=O)[C@H](Cc1ccc(O)cc1)NC(=O)[C@@H](NC(=O)[C@H](CCCN=C(N)N)NC(=O)[C@@H](N)CC(=O)O)C(C)C)C(=O)N[C@@H](Cc1ccc(N)cc1)C(=O)N1CCC[C@H]1C(=O)N[C@@H](Cc1ccccc1)C(=O)O,-18.4%,14.4%,-8.4%
CSCC[C@H](NC(=O)[C@@H]1CCCN1C(=O)CNC(=O)[C@H](CCCCN)NC(=O)[C@H](Cc1cnc[nH]1)NC(=O)[C@H](CO)NC(=O)[C@H](CC(C)C)NC(=O)[C@H](CCCNC(=N)N)NC(=O)[C@@H]1CCCN1C(=O)[C@H](CCCNC(=N)N)NC(=O)[C@H](CCC(N)=O)NC(=O)[C@H](CCCNC(=N)N)NC(=O)[C@H](CCCNC(=N)N)NC(=O)[C@H](Cc1ccccc1)NC(=O)[C@@H](N)CCCCN)C(=O)N1CCC[C@H]1C(=O)N[C@@H](Cc1ccccc1)C(=O)O,8.9%,?,-1.0%
CC(=O)OC[C@@H]1O[C@@H](O/N=C2/C[C@@H](O)[C@@H](O)[C@@H]3[C@@H]4C(=O)N(C(C)(C)C)C(=O)[C@H]4CC[C@@H]23)[C@H](OC(C)=O)[C@H](OC(C)=O)[C@@H]1OC(C)=O,-1.6%[10 µM],-2.0%[11.7 µM],-4.3%[10 µM]
O=C(Nc1cccc(C(F)(F)F)c1)Nc1cc(Cl)ccc1C(=O)O,27.2%,?,-4.5%
CN(C)C(=O)c1ccc(-c2ccc3ncnc(Nc4ccc(F)cc4)c3c2)cc1,12.4%,12.1%,1.2%
CCCCCCCCCCCCCCCCCCOC[C@@H](O)COP(=O)([O-])OCC[N+](C)(C)C,24.9%,-1.4%,1.6%
CCCCC[C@H](O)/C=C/[C@@H]1[C@H]2C/C(=C/CCCC(=O)O)O[C@H]2C[C@H]1O,6.4%&-20.4%,12.6%&-1.2%,-13.1%&-1.6%
CC1CCC2C(=O)OC(CN3C(=O)c4ccccc4C3=O)CN2C1c1ccc(Br)cc1 (centres undefined),-3.8%[10 µM],5.7%[11.7 µM],1.0%[10 µM]
c1ccc2oc(C3=NCCN3)cc2c1,-5.2%,-7.6%[24.8 µM],7.8%
COc1ccc(Oc2ncc3nc(-c4cn(C)c5ccccc45)c(=O)n(C)c3n2)cc1,2.9%,-1.3%,-10.1%
CN(Cc1ccc(C(C)(C)C)cc1)Cc1cccc2ccccc12,27.5%,-10.2%,2.3%
COc1cccc(-c2nnc3n2N=C(c2ccccc2OC)CS3)c1,-6.6%,-4.4%,?
CC(=O)OCC(=O)[C@@]1(OC(C)=O)[C@H](C)C[C@H]2[C@@H]3C[C@H](F)C4=CC(=O)C=C[C@@]4(C)[C@]3(F)[C@H](O)C[C@@]21C,-15.6%[16.9 µM],3.8%[24.8 µM],-11.2%[17 µM]
CCC1(c2ccccc2)NC(=O)NC1=O (centres undefined),18.3%,23.6%,-14.2%
CC1CCCCN1CCCOC(=O)c1ccccc1 (centres undefined),28.0%,10.2%,10.2%
COc1cccc(-c2nccc(N(C)Cc3ccco3)n2)c1,?,1.0%,-23.7%
C[C@@]12CCc3occc3[C@H]1CC[C@]13CC(=O)[C@@H](CC[C@H]12)C3,-14.9%,-2.9%,-4.1%
COc1ccccc1CNc1cc(-c2cccnc2)ncn1,44.3%,-2.8%,-11.2%
COc1cccc(CS(=O)(=O)c2nnnn2CC(C)C)c1,-17.0%,0.7%,0.3%
Cc1ccccc1-c1cc(N(C)C)ncn1,-13.0%,-3.7%,-5.7%
CO[C@@H]1COC(=O)CC=C[C@@H](C)[C@@H]2C=C[C@@H](O)[C@@H](COC(=O)C/C=C\[C@H]1C)O2,30.2%[10 µM],5.0%[11.7 µM],-3.0%[10 µM]
CC(C)[C@@H](OCc1ccccc1)[C@H](C)CO/N=C1/[C@H]2OC2[C@@H](O)[C@H]2[C@H]1CCn1c(=O)n(-c3ccccc3)c(=O)n12 (some centres undefined),9.2%[10 µM],1.0%[11.7 µM],-17.0%[10 µM]
Cn1cccc1C(=O)N1CCC[C@@]2(CCN(c3ccncc3)C2)C1,-10.9%,-13.9%,-8.4%
O=c1cc(-c2ccc(O)cc2)oc2c([C@@H]3O[C@H](CO)[C@@H](O)[C@H](O)[C@H]3O)c(O)cc(O)c12,-8.2%,-0.8%,-0.9%

# Continued.
SMILES,RORg inh,Menin-MLL TR inh,Gal4-VP16 FLuc
COC(=O)C/C=C\[C@@H](C)[C@@H](/C=N\O[C@@H](C)c1cc(-c2c(C)cc(C)cc2C)no1)OC,-1.4%[10 µM],-11.2%[11.7 µM],-10.3%[10 µM]
Cc1nc2cnc(Oc3cccc(Cl)c3)nc2n(CCC#N)c1=O,-22.1%,11.5%,-3.8%
CC(=O)OCC(=O)[C@@]1(O)CCC2C3CC[C@H]4CC(O)CC[C@@]4(C)C3C(=O)C[C@]21C (some centres undefined),-13.6%,-10.1%,-5.1%
C=C[C@]1(C)Cc2occ(C)c2C[C@H]1C(=C)C(=O)O,-36.3%,-9.1%,-24.3%
COc1cc2c(cc1OC)C1C(=O)c3ccc4c(c3OC1CO2)C=CC(C)(C)O4 (centres undefined),?,-0.5%,0.126µM*
C=CCOC(=O)C(C(C)=O)C(NC(=O)OC)c1cccc(C(F)(F)F)c1 (centres undefined),3.8%[10 µM],-1.2%[11.7 µM],-13.4%[10 µM]
C=CCC1C=CC(Oc2ccc(F)cc2C)C(CO)O1 (centres undefined),23.1%[10 µM],-1.0%[11.7 µM],27.3%[10 µM]
O=C(Nc1ccccc1)N1CC[C@@]2(CCCN(C(=O)c3csnn3)C2)C1,-23.3%,-20.0%,-11.6%
O=C(O)CCc1nc2ccccc2[nH]1,4.3%,-2.2%,-6.3%
CS(=O)(=O)N1CCC2(CCCN(Cc3cc(C(F)(F)F)cc(C(F)(F)F)c3)C2)CC1,36.5%,-14.0%,-5.6%
FC(F)(F)c1cc(NC(=S)NC(c2ccccc2)c2ccccc2)cc(C(F)(F)F)c1,-20.0%,?,?
CN(Cc1ccco1)c1nc(-c2cccnc2)nc2ccccc12,-27.9%,-16.3%,-7.2%
Cc1cc(=O)oc2cc(NC(=O)C(CCCCN)NC(=O)C(CC3CCCCC3)NC(=O)OCC3c4ccccc4-c4ccccc43)ccc12 (centres undefined),6.1%,2.5%,16.4%
COC(=O)NC(CC(C)=O)c1ccc2c(c1)OCO2 (centres undefined),21.7%[10 µM],-23.2%[11.7 µM],-7.1%[10 µM]
COc1cccc(-c2nnc3n2N=C(c2ccc(OC)cc2OC)CS3)c1,?,?,7.94µM*
COC(=O)NC(c1ccco1)[C@]1(C(C)=O)CCCC1=O (some centres undefined),17.7%[10 µM],5.5%[11.7 µM],-3.8%[10 µM]
Cc1nc2c(O)cccc2c(=O)[nH]1,-18.4%,-7.4%[24.8 µM],6.5%
COC(=O)[C@@]1(C)CCC[C@@]2(C)c3ccc(O)c(C(C)C)c3CCC21 (some centres undefined),?,24.3%,?
Cc1noc(C)c1C(=O)N1CCC2(CC1)CN(c1ncccn1)C2,-9.1%,3.4%,-2.7%
Cc1cnc(CNc2ncnc3ccc(-c4ccc5c(c4)OCO5)cc23)cn1,-0.4%,-16.9%,-15.5%
COCC(=O)N1CCC2(CC1)CN(C(=O)Nc1cccc(F)c1)C2,-24.0%,-1.7%,-22.0%
COCC(=O)N1CCC2(CCN(Cc3cc(C(F)(F)F)cc(C(F)(F)F)c3)CC2)CC1,21.8%,5.9%,2.6%
C[C@@H]1/C=C\CC(=O)OC[C@H](C)C(=O)N2CCC[C@@H]2C(=O)OC1,-24.6%[10 µM],0.4%[11.7 µM],9.6%[10 µM]
COC(=O)C1=C(C)[C@H](O)[C@@H](C)[C@](C)(c2cc(OC)c(C)c(OC)c2COc2ccccc2)O1,20.1%,-0.5%,1.6%
CCCNC(=O)OC[C@@H]1O[C@H](CCO/N=C(\C)CCN2CCc3nc(CC)c(CC)cc3C2)C=C[C@@H]1Oc1ccc(OC)cc1,-6.4%[10 µM],?,-0.9%[10 µM]

# Following part.
SMILES,RORg inh,Menin-MLL TR inh,Gal4-VP16 FLuc
O=C(NCCNC[C@@H](O)COc1ccc(O)cc1)N1CCOCC1,-2.5%,8.5%&0.8%[24.8 µM],0.6%
CC(C)C[C@@H](CC(=O)N[C@H](CC(=O)N[C@@H]1CCCC[C@H]1C(=O)N[C@H](CC(=O)N[C@@H](CCC(=O)O)CC(=O)O)Cc1ccccc1)C(C)C)NC(=O)[C@@H]1CCCC[C@H]1N,-17.8%,4.9%,2.6%
COc1ccc2[nH]cc(CCNc3ccnc(-c4cccnc4)n3)c2c1,1.3%,4.7%,-3.9%
CC(=O)OC1CC2C(C)(C)C(=O)C=C[C@]2(C)C2CC[C@@]3(C)C(c4ccoc4)OC(=O)C4O[C@@]43[C@]12C (some centres undefined),-36.1%,2.5%,7.7%
CCNc1ncc2nc(-c3ccc(F)cc3)c(=O)n(C[C@H]3CCCO3)c2n1,1.3%,7.3%,6.5%
CCCCCCCC/C=C\CCCCCCCC(=O)OC[C@@H](O)COP(=O)(O)O,3.8%,-4.1%,-3.6%
O=C(c1cc(C(F)(F)F)cc(C(F)(F)F)c1)N1CCC2(CCCN(c3ccncc3)C2)CC1,3.8%,-15.9%,10.8%
COC(=O)CC1C(C)(C)C(=O)C2CC3=C(CC[C@]4(C)C3=CC(=O)OC4c3ccoc3)[C@@]1(C)C2=O (some centres undefined),-41.4%,-8.5%,9.1%
O=C1CC(c2ccc(O[C@@H]3OC(CO)[C@@H](O)C(O)C3O)cc2)Oc2cc(O)ccc21 (some centres undefined),-44.2%,15.5%,-10.8%
Cc1noc(C)c1C(=O)N1CCC[C@@]2(CCN(Cc3ccccc3)C2)C1,-0.7%,-13.2%,0.1%
c1cncc(-c2cc(NCc3cccs3)ncn2)c1,7.2%,0.1%,-14.3%
C=C1C(=O)[C@]23[C@H](O)[C@H]1CC[C@H]2[C@@]12COC3(O)[C@H](O)[C@@H]1C(C)(C)CC[C@@H]2O,3.16µM*,9.5%,3.55µM*
CCn1c(=O)n(C2=C(CO)CN(CC3CCCCCCC3)CC2)c2ccccc21,1.9%,-11.6%,-1.7%

# Limited to RORg inh and Gal4-VP16 FLuc (three entries from above):
Molecule,RORg inh,Gal4-VP16 FLuc
COc1cccc(-c2nccc(N(C)Cc3ccco3)n2)c1,?,-23.7%
COCC(=O)N1CCC2(CC1)CN(C(=O)Nc1cccc(F)c1)C2,-24.0%,-22.0%
COC(=O)C1=C(C)[C@H](O)[C@@H](C)[C@](C)(c2cc(OC)c(C)c(OC)c2COc2ccccc2)O1,20.1%,1.6%

# A second format for part of the listing above.
compound | RORg inh | Menin-MLL TR inh | Gal4-VP16 FLuc
O=C(NCCNC[C@@H](O)COc1ccc(O)cc1)N1CCOCC1 | -2.5% | 8.5%&0.8%[24.8 µM] | 0.6%
c1cncc(-c2cc(NCc3cccs3)ncn2)c1 | 7.2% | 0.1% | -14.3%
CCCCCCCC/C=C\CCCCCCCC(=O)OC[C@@H](O)COP(=O)(O)O | 3.8% | -4.1% | -3.6%
O=C1CC(c2ccc(O[C@@H]3OC(CO)[C@@H](O)C(O)C3O)cc2)Oc2cc(O)ccc21 (some centres undefined) | -44.2% | 15.5% | -10.8%
CCNc1ncc2nc(-c3ccc(F)cc3)c(=O)n(C[C@H]3CCCO3)c2n1 | 1.3% | 7.3% | 6.5%
CC(C)C[C@@H](CC(=O)N[C@H](CC(=O)N[C@@H]1CCCC[C@H]1C(=O)N[C@H](CC(=O)N[C@@H](CCC(=O)O)CC(=O)O)Cc1ccccc1)C(C)C)NC(=O)[C@@H]1CCCC[C@H]1N | -17.8% | 4.9% | 2.6%
CC(=O)OC1CC2C(C)(C)C(=O)C=C[C@]2(C)C2CC[C@@]3(C)C(c4ccoc4)OC(=O)C4O[C@@]43[C@]12C (some centres undefined) | -36.1% | 2.5% | 7.7%

# An excerpt; rates above refer to the full screens.
